Screens: PubChem BioAssay, Sanford-Burnham Center for Chemical Genomics
TAG inh: inhibitors of triacylglycerol accumulation, primary screen, cell-based, uHTS, fluorescence, H9c2. H9c2 cells, Nile Red lipid (TAG) fluorescence; cells loaded with 200 µM oleic acid. inhibition, % at 12.5 µM. hit rate 0.66% among 230,000. AID 651582, 2012;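 active = pattern-corrected inhibition of lipid staining of at least 50% with the nuclear-stain viability signal not falling by more than 50%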;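 also: 0% = DMSO wells and 100% = triacsin C control wells; some results filed as inactive read as strong as hits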
TAG inh DAPI viability: second read-out of TAG inh, no call of its own (marks repeat the call); DAPI nuclei signal change (viability), lower = more cytotoxic, %;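 whole-well DAPI fluorescence read on a plate reader as a viability signal; minus 50 percent equals half of cells still viable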
The depositor's hits bear a star; i = inactive.

SMILES	TAG inh	TAG inh DAPI viability
CC(=O)Nc1cccc(NC(=O)C(=O)c2cn(CC(=O)N3CCCCC3)c3ccccc23)c1	11	-5
CCNC(=O)NC(=O)CSc1ccc(S(=O)(=O)N2CCCCC2)cn1	-21	-3
Cc1ccc2cc3cc(C(=O)NCCCN4CCc5ccccc5C4)oc3nc2c1	-5	18
CCn1ccnc1CN(C)Cc1cn(C)nc1-c1ccccc1F	2	-13
COc1cccc(C2CN(c3ccc(F)cc3F)N=C2c2cccs2)c1OC (stereo not drawn)	41	111
Cc1[nH]c2ccccc2c1/C=N/Nc1nc2ccccc2[nH]1	64*	-18*
O=S(=O)(Cc1ccccc1)N1CCN(C2Cc3ccccc3C2)CC1	-17	0
CNC(=O)c1ccc(NC(=O)c2ccccc2OCc2c(C)noc2C)cc1	-3	1
COc1cc([N+](=O)[O-])cc(/C=N/NC(=O)c2ccc(NC(=O)c3ccc(C)cc3)cc2)c1O	111	-58
O=C(O)CSCC(=O)Nc1ccc(-c2nc3ccccc3s2)cc1	10	8
CC/C(=N\NC(N)=O)c1ccc(OC(F)F)cc1	-9	-1
Cc1nc(Cl)sc1C(=O)Nc1ccc(C(F)(F)F)cc1	7	-4
CC(C)C[C@@H](CN)NC(=O)c1nc[nH]c1C(=O)N[C@@H](CC(C)C)C(=O)CNC[C@H](C)NC(=O)c1nc[nH]c1C(=O)N[C@@H](CC(C)C)C(=O)O	9	2
COc1cc(OC)nc(/N=C/N(C)C)n1	-6	-13
COc1ccc(/C=C/C(=O)Oc2ccc(C)cc2)cc1	-11	3
CCCCn1c(N)c(N(CCC(C)C)C(=O)c2ccc(-c3ccc([N+](=O)[O-])cc3)o2)c(=O)[nH]c1=O	-12	6
O=C(O)C1CCC(c2ccc(-c3ccccc3)cc2)CC1 (stereo not drawn)	8	-2
COC(=O)C1=CN(C2CC2)C=C(C(=O)OC)C1c1ccc(C(F)(F)F)cc1	-38	i
COc1ccccc1CCC(=O)OCc1csc(CC(=O)Nc2ccccc2C)n1	-1	3
Cc1cc(C)c(C)c(S(=O)(=O)N2CCN(C(=O)c3ccco3)CC2)c1C	5	-6
N#CC(NC(=O)OCc1ccccc1)c1ccccc1 (stereo not drawn)	4	-5
CCC(C)N(C(=O)CN1C(=O)NC2(CCc3ccccc32)C1=O)C1CCS(=O)(=O)C1 (stereo not drawn)	7	4
O=C(c1ccco1)N1CCN(Cc2nnnn2CCc2ccccc2)CC1	-2	0
Cc1nc(C(=O)N(C)C)nn1-c1cc(Cl)cc(Cl)c1	-28	8
CC(C)Cc1cc(C(=O)NCCc2ccccc2)no1	5	0
CC(C)(C)OC(=O)NCCCC(CCCNC(=O)OC(C)(C)C)C(=O)O	4	-7
COc1ccc(C(=O)NNC(=O)CSc2nnc3ccccn23)cc1OC	8	2
CCCCN(c1ccc(C(=O)OC)cc1)S(=O)(=O)c1ccccc1	-2	2
CN1OC[C@@H]2CN[C@H](c3cccc(-c4ccccc4)c3)C[C@@H]21	-4	16
Cn1cc(S(=O)(=O)N2CCc3ccccc32)cc1C(=O)Nc1ccc(Cl)cc1	14	7

Compounds listed so far with an NH in an aromatic ring, in the order listed:
SMILES	TAG inh	TAG inh DAPI viability
Cc1[nH]c2ccccc2c1/C=N/Nc1nc2ccccc2[nH]1	64*	-18*
CC(C)C[C@@H](CN)NC(=O)c1nc[nH]c1C(=O)N[C@@H](CC(C)C)C(=O)CNC[C@H](C)NC(=O)c1nc[nH]c1C(=O)N[C@@H](CC(C)C)C(=O)O	9	2
CCCCn1c(N)c(N(CCC(C)C)C(=O)c2ccc(-c3ccc([N+](=O)[O-])cc3)o2)c(=O)[nH]c1=O	-12	6

Other records.
SMILES	TAG inh	TAG inh DAPI viability
CCOC(=O)c1c(NC(=O)c2ccccc2)sc2c(O)c(CN(CC)CC)ccc12	31	22
CCC(=O)Nc1ccc(S(=O)(=O)N2CCC(c3nc4ccccc4[nH]3)CC2)cc1	10	-5
CC(=O)N1C(C)(C)CC(=NOS(=O)(=O)c2ccccc2)CC1(C)C	7	-2
CC(COc1ccc(/C=C/c2ccccc2)cc1)[N+](C)(C)C (stereo not drawn)	7	17
O=C(C[C@@H]1C/C=C\C[C@H](Cc2ccc(F)cc2)C(=O)OC[C@@H](Cc2c[nH]c3ccccc23)NC1=O)NCCO	-11	-4
CC(C)CC(NC(=O)C1CCCCC1)C(=O)NCc1ccccn1 (stereo not drawn)	-4	1
CCc1nn(CC(=O)NCCN2CCN(C)CC2)c(=O)c2cc3occc3n12	2	12
Cc1ccc(C2=NCCn3nc4cc([N+](=O)[O-])ccc4c32)cc1	-17	-4
Cc1ccccc1Cn1c(=O)sc2ccccc2c1=O	12	4
CC1(C(=O)NCc2ccccc2)Cc2c(-c3cccc(C(F)(F)F)c3)ccnc2O1 (stereo not drawn)	12	-10
Cc1ccc(-n2cc(CN3CCN(c4ccccn4)CC3)c(-c3ccc(F)cc3)n2)cc1	8	22
CC1CC(C)CN(S(=O)(=O)c2ccc3c(c2)n(C)c(=O)c(=O)n3C)C1 (stereo not drawn)	-6	11
COC(=O)c1ccc(NC(=O)CN2C(=O)CNC2=O)cc1	-19	3
OC(c1ccccc1)(c1nc(-c2cc3ccccc3o2)cs1)C(F)(F)F (stereo not drawn)	-36	-1
CN(C(=O)CCOc1ccccc1)c1c(N)n(Cc2ccccc2)c(=O)[nH]c1=O	38	-43
CCOCC(=O)Nc1ccc([N+](=O)[O-])cc1OC	6	7
C[C@H]1CN([C@@H](C)CO)C(=O)CCCn2cc(nn2)CO[C@@H]1CN(C)C(=O)Nc1ccc2c(c1)OCCO2	2	8
COc1ccc(NC(=O)C2(c3cccs3)CCOCC2)cc1	-2	-2
COc1ccc(-c2oc(=O)c3cc(OC)c(OC)cc3c2/C=C/c2ccc(F)cc2)cc1	31	26
CCOC(=O)c1c(NC(=O)CNC2CCCCC2)sc(C)c1C	-19	11

Sorted by heavy-atom count (largest number first): part of the list above.
SMILES	TAG inh	TAG inh DAPI viability
COc1cc([N+](=O)[O-])cc(/C=N/NC(=O)c2ccc(NC(=O)c3ccc(C)cc3)cc2)c1O	111	-58
CCC(C)N(C(=O)CN1C(=O)NC2(CCc3ccccc32)C1=O)C1CCS(=O)(=O)C1 (stereo not drawn)	7	4
O=S(=O)(Cc1ccccc1)N1CCN(C2Cc3ccccc3C2)CC1	-17	0
O=C(O)C1CCC(c2ccc(-c3ccccc3)cc2)CC1 (stereo not drawn)	8	-2
Cc1nc(Cl)sc1C(=O)Nc1ccc(C(F)(F)F)cc1	7	-4

The list continues.
SMILES	TAG inh	TAG inh DAPI viability
COC(C(=O)Nc1ccccc1C(=O)N1CCOCC1)c1ccccc1 (stereo not drawn)	-6	6
Cc1ccc(NC(=O)CN(C)C(=O)COc2ccccc2-c2ccccc2)cc1	8	-3
CCOc1ccc(N(CC(=O)N/N=C/c2ccccn2)S(=O)(=O)c2ccc(Cl)cc2)cc1	-14	-7
COC(=O)Nc1ccc(S(=O)(=O)Nc2cnc3ccccc3n2)cc1	0	2
CC(C)[C@H](NC(=O)c1ccccc1F)C(=O)OCC(=O)NC1CC1	5	-1
COc1ccc(C2c3[nH]c4ccccc4c3CCN2CCCn2cccn2)cc1C (stereo not drawn)	5	27
O=[N+]([O-])c1csc2ccccc12	-9	-2
COCCCNC(NC(=O)c1ccc(Cl)cc1)C(Cl)(Cl)Cl (stereo not drawn)	-10	0
C[C@H](NS(=O)(=O)OCC(Cl)(Cl)Cl)C1CC1c1ccccc1 (stereo partly drawn)	35	-30
CC1=CCC(C(=O)O)C(C(=O)Nc2nc3ccc(S(C)(=O)=O)cc3s2)C1 (stereo not drawn)	-2	7
CN(C(=O)COc1ccc(Cl)cc1Cl)c1nnc(C23CC4CC(CC(C4)C2)C3)s1	0	0
CC1CN(C)C(C)CC1OC(=O)C(c1ccccc1)c1ccccc1 (stereo not drawn)	14	-3
O=C1CC(N2CCN(C3CCc4ccccc4C3)CC2)C(=O)N1c1ccccc1 (stereo not drawn)	4	0
CC(=O)Nc1cccc(-n2nnc(SCC(=O)Nc3ccccc3)n2)c1	-1	3
CCOc1ccc(N=C2NC(=O)S/C2=C\c2ccc(O)cc2)cc1	-25	-15
COCCN(CC(=O)NCc1ccc(F)cc1)C(=O)CCC(=O)Nc1nccs1	-7	-2
CCOc1ccc(S(=O)(=O)Nc2cccc(C(=O)N3CCN(c4ccccc4O)CC3)c2)cc1	13	-4
COc1ccc(CCNC(=O)CN2C(=O)NC3(CCCCC3)C2=O)cc1	4	-7
Cc1cccc(NC(=O)C2CCCN2S(=O)(=O)c2ccc3c(c2)n(C)c(=O)c(=O)n3C)c1 (stereo not drawn)	0	4
NS(=O)(=O)c1ccc(NC(=S)NC(=O)C2CCCCC2)cc1	30	8

Looked up above:
`COCCN(CC(=O)NCc1ccc(F)cc1)C(=O)CCC(=O)Nc1nccs1` – TAG inh = -7
`CCOc1ccc(S(=O)(=O)Nc2cccc(C(=O)N3CCN(c4ccccc4O)CC3)c2)cc1` – TAG inh DAPI viability = -4

Next records.
SMILES	TAG inh	TAG inh DAPI viability
CCOP(=O)(OCC)c1nc(-c2ccc(OC)cc2)oc1N1CCOCC1	3	2
Cc1cc(C)c(C)c(S(=O)(=O)N2CCC(C(=O)N3CCN(c4ccc(F)cc4)CC3)CC2)c1C	-73	3
Cc1cccc(C(=O)N2CCN(Cc3ccc4c(c3)OCO4)CC2)c1	2	-3
COc1cc(OC)cc(OC(=O)C2CCN(C3=NS(=O)(=O)c4ccccc43)CC2)c1	-24	3
COC(=O)[C@@H](NCc1cccc(CN[C@H](C(=O)OC)c2ccccc2)c1)c1ccccc1	-6	5
CCCCNC(=O)C1(C)CCN1Cc1ccc(C#N)cc1 (stereo not drawn)	-13	13
c1ccc2c(c1)ccc1ncccc12	-8	4
O=C(CN(C1CCCCC1)S(=O)(=O)c1ccc(F)cc1)NCc1ccncc1	1	-2
CCOC(=O)C1CCCN(S(=O)(=O)c2cc(OCC(=O)NC3CCCCC3)c(C)cc2Cl)C1 (stereo not drawn)	-12	-10
NC(=O)c1ccc(CSc2nc3ccccc3s2)cc1	1	-2
Cc1ccc(NC(=S)N2CCCC2)cc1C	2	-1
CCN(CC)S(=O)(=O)c1cc(-c2nn(C)c(=O)c3ccccc23)ccc1C	10	-4
COc1ccccc1N(Cc1ccccc1)S(=O)(=O)c1cccc(C(=O)Nc2ccc(C)cn2)c1	13	4
CCCCn1c(SCC(=O)N2CCCC2)nc2cc(S(N)(=O)=O)ccc21	9	-2
O=C(NCc1ccccc1)c1cnc2n(c1=O)CCS2	33	-18
O=S(=O)(c1ccc(S(=O)(=O)N2CCN(C/C=C/c3ccccc3)CC2)cc1)N1CCCC1	-1	1
COc1ccccc1NC(=S)NCCc1ccc(F)cc1	0	-7
CC(C)=CC(=O)N1CCC(N2CCC(C(=O)NCC3CCCO3)CC2)CC1 (stereo not drawn)	1	43
Cc1noc(C)c1COc1ccccc1C(=O)N1CCN(S(=O)(=O)c2ccc(C(C)C)cc2)CC1	0	9
COc1ccc(S(=O)(=O)N2CCOC23CCN(S(=O)(=O)c2cc(C)ccc2OC)CC3)cc1	-22	-1

Compound profiles, as listed above:
COc1ccccc1NC(=S)NCCc1ccc(F)cc1 across the screens: TAG inh = 0; TAG inh DAPI viability = -7
O=C(NCc1ccccc1)c1cnc2n(c1=O)CCS2 across the screens: TAG inh = 33; TAG inh DAPI viability = -18

Next section
SMILES	TAG inh	TAG inh DAPI viability
O=C(NNS(=O)(=O)c1ccccc1F)c1sccc1-n1cccc1	-2	0
CCC(C)Sc1nc2c(c(=O)[nH]c(=O)n2C)n1CCc1ccccc1 (stereo not drawn)	23	-2
CCOc1ccc(S(=O)(=O)NCC(c2ccc3c(c2)OCO3)N2CCN(C)CC2)cc1 (stereo not drawn)	4	5
COc1ccc(NC(=O)CSc2nncn2N)c(OC)c1	-1	9
Cc1cc(NC(=O)C(C)SCC(=O)OCC(=O)N(Cc2ccccc2)C(C)(C)C)no1 (stereo not drawn)	-2	6
Cc1cc(O)c(C(C)C)cc1NC(=O)Nc1ccc([N+](=O)[O-])cc1	-5	-7
COc1ccc(NC(=O)CSc2nc3ccccc3nc2N2CCOCC2)c(OC)c1	8	-7
CCOC(=O)C1CCN(S(=O)(=O)c2c(C)noc2C)CC1	13	1
CCOC(=O)c1nc(Nc2ccc(Nc3ccccc3)cc2)c2ccccc2n1	11	0
O=C(Cn1c(C(F)(F)F)nc2ccccc21)N/N=C/c1ccco1	13	-9
CC1(C(=O)NS(=O)(=O)c2ccc(Cl)s2)CCN1C(=O)C1(c2ccccc2)CCCC1 (stereo not drawn)	11	4
Cc1ccc(C(=O)N2CC(=O)NC(=O)C2)cc1	-2	-1
CCOC(=O)Cc1nnc(NC(=O)C(CC)Sc2nncn2C)s1 (stereo not drawn)	3	-10
CCOc1ccc(S(=O)(=O)Nc2ccc(C(=O)NCC(c3ccccc3)N(C)C)cc2)cc1 (stereo not drawn)	-21	13
COc1ccc(C(CCN2CCCC2)c2c(OC)cc(OC)c3c(-c4ccccc4)cc(=O)oc23)cc1 (stereo not drawn)	7	7
CCN(CC)CC(=O)Nc1scc2c1c(=O)oc1ccccc12	-3	-3
CCOC(=O)C1CCN(S(=O)(=O)c2ccc(NC(=O)OC)cc2)CC1	-11	-8
COc1ccc([C@H]2CC(=O)C=C(c3cccc(Br)c3)C2)cc1OC	-23	-5

Not all compounds are listed; count on the stated rates, not on these rows.
